MITF act = increases MITF-driven TRPM1 promoter luciferase signal; SK-MEL-5 TRPM1-promoter luciferase, 24 h; % of positive control, neutral wells = 0; activation, % at 12.5 µM; hit rate 0.75% among 300,000;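 active = mean activation of at least 80% with every replicate also reaching 80%; inconclusive = mean reaches 80% but some replicate falls short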;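 note: 0% = neutral control wells and 100% = parthenolide positive control wells; values of inactives mirror those of a sister screen read the other way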
NSD2 inh = blocks human histone methyltransferase NSD2. O96028. NSD2 peptide methylation, AlphaScreen, 120 min. inhibition, % at 12.5 µM. hit rate 0.54% among 310,000; in the data active = inhibition above about 50%
SR-BI DiI inh = inhibitors of mouse SR-BI mediated HDL lipid uptake; Q61009; ldlA[mSR-BI] CHO cells, DiI-HDL uptake fluorescence, 3 h; inhibition, % at 12.5 µM; hit rate 0.96% among 320,000;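 active = mean replicate inhibition of at least 70% and a set share of replicates each scoring 70 or more; inconclusive = meets just one of the two criteria; inactive = fails both criteria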;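 note: 0% = median of neutral control wells and 100% = median of positive control wells; values of inactives mirror those of a sister screen read the other way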
Target sequence (Q61009 whole entry, looked up): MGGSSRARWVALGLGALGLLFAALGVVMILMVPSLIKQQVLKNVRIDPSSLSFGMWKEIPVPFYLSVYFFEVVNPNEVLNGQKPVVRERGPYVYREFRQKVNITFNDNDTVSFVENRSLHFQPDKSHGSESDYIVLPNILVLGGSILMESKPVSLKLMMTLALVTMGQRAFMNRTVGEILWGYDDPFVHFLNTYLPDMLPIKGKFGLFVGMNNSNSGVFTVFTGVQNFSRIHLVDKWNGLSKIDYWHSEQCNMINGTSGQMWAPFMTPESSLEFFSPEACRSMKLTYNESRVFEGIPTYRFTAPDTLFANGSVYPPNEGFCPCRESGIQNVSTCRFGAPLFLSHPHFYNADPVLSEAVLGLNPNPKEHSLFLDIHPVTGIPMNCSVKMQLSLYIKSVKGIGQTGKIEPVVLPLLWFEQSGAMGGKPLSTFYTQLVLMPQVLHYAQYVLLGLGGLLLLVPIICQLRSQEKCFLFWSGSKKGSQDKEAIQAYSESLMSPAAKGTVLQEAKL
HTR5A ag ctr = counter-screen for OPRM1-OPRD1 agonists: human HTR5A agonism | HTR5A agonist assay, luminescence, cell-based | activation, % at 9.3 µM | hit rate 0.61% among 340,000; in the data active = activation mostly above about 9.5%, no sharp cut-off; inactive = mostly below about 7.6%;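 note: 0% = cells with vehicle only and 100% = reference agonist; strong numbers were not always called active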
V-ATPase pHluor = regulators of yeast V-ATPase proton transport; S. cerevisiae, pHLuorin cytosolic pH fluorescence; hit rate 0.37% among 350,000; response, % at 10 µM; in the data active = response mostly above about 7.3%, no sharp cut-off; inactive = mostly below about 5.4%; note: actives read high; inactives centre near 0; some compounds called inactive have numbers as strong as hits; reference of the scale not given here
HTR5A inv ctr = counter-screen for OPRM1-OPRD1 inverse agonists: human HTR5A inverse agonism. HTR5A cell line, luminescence. inhibition, % at 9.3 µM. hit rate 0.083% among 340,000; in the data active = inhibition mostly above about 23%, no sharp cut-off; inactive = mostly below about 18%;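 note: 0% = cells with DMSO and 100% = no-cell wells with DMSO; some compounds called inactive have numbers as strong as hits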
dFosB act = mouse delta FosB homodimer activation; purified delta FosB, TAMRA-CDK5 oligo fluorescence polarization; percent of positive-control signal above neutral wells; activation, % at 25 µM; P13346; hit rate 0.99% among 340,000;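 active = mean activation above about 17%, with every replicate also reaching it, limit read from the data, passing the limit was not always enough; inconclusive = only one of the two conditions met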;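 note: fluorescence polarization rise as delta FosB binds a TAMRA Cdk5 AP-1 oligo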
Target sequence (P13346 whole entry, looked up): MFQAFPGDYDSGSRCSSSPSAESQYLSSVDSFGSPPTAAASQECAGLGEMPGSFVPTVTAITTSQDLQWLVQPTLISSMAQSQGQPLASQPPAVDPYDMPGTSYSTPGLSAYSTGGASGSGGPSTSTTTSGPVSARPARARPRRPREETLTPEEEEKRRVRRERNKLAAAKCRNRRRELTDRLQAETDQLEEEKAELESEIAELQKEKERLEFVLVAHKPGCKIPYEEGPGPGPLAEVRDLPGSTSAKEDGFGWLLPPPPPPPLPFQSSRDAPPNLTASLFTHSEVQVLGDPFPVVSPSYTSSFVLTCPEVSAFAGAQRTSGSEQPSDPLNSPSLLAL
PvdQ inh = P. aeruginosa PvdQ acylase inhibition; purified PvdQ acylase, fluorescence plate reader; inhibition, % at 10 µM; hit rate 0.063% among 340,000; in the data active = inhibition above about 30%, passing the limit was not always enough; inconclusive = no clear call, values can overlap the other calls;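 note: 0% = vehicle neutral wells and 100% = reference inhibitor wells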
Wnt act = Wnt/beta-catenin pathway activation | Wnt/beta-catenin reporter cell assay, activator, plate reader | activation, % at 9.35 µM | hit rate 1.2% among 300,000 | AID 743398; in the data active = activation above about 30%, passing the limit was not always enough; inconclusive = no clear call, values can overlap the other calls;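 note: 0% = neutral control wells and 100% = positive control wells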
CDK5 inh = blocks human CDK5/p35 kinase activity | hit rate 0.01% among 330,000 | inhibition, % at 10 µM | Recombinant CDK5/p35, ADP-Glo luminescence, 60 min;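 active = highest replicate inhibition of at least 50% and at least 75% of replicates reaching 50%; inconclusive = only one of the two criteria met; inactive = both criteria failed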;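 note: plate controls were DMSO neutral control for no effect and GW8510 at 10 µM for full effect; many of its hits are not listed in these tables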
* = called active by the depositor; ? = inconclusive; nt = no result given.

SMILES	Wnt act	MITF act	CDK5 inh	V-ATPase pHluor	NSD2 inh	PvdQ inh	SR-BI DiI inh	HTR5A inv ctr	HTR5A ag ctr	dFosB act
CC(=O)c1ccc(OCCCC(=O)OCC(=O)Nc2c(C)nn(-c3ccccc3)c2C)cc1	-2	11	0.9	3	0	-11	-3	12	-4	-7
Cc1nc(NC(=O)c2ccco2)sc1-c1csc(Nc2ccc(Cl)cc2Cl)n1	1	13	0.3	0	nt	-12	?	-11	4	-4
O=C(NCCN1CCC(Cc2ccccc2)CC1)C1CCCN(S(=O)(=O)c2cnc[nH]2)C1 (centres undefined)	-6	2	0.3	-1	nt	-15	1	-6	2	-11
Cn1cc(C(=O)c2ccc(Cl)cc2Cl)cc1C(=O)O	-3	9	4.9	-1	-2	7	-33	19	-7	-1
Clc1cc(CSc2ccccc2)nc(-c2ccccc2)n1	nt	12	1.0	0	-3	-6	nt	-29	-2	-6
CC1CCN(c2oc(Cc3cccc4ccccc34)nc2C#N)CC1	nt	5	1.1	3	0	0	-163	-11	2	-7
CN(C(=O)c1ccccn1)c1nnc(-c2cnccn2)s1	nt	30	-0.5	3	-3	3	1	6	0	-10
CC#CC(=O)N1CCC(C(=O)Nc2ccc(Oc3ccccc3)nc2)CC1	14	27	-0.7	3	2	-17	-6	10	-1	-4
O=S(=O)(Nc1ccc(N2CCOCC2)cc1)c1c(F)cc(F)cc1Br	0	0	-1.1	-1	4	-8	nt	-10	5	-7
COc1ccc(CN2CCN(CCSc3ccc(C)cc3)CC2)c(OC)c1OC	-5	-11	0.0	2	10	0	-2	-4	1	-3
CC(C)(C)c1ccc(/C=N/N2C(=O)CSC2=S)cc1	-6	-10	1.2	1	3	-9	nt	-16	6	-8
Cc1cccc(N(Cc2ccccc2)C(=O)c2ccc(F)c(S(=O)(=O)N3CCOCC3)c2)c1	-4	-11	0.6	-2	0	-6	7	-26	9	-1
O=C(c1ccc(Cl)cc1)c1ccc(OCC(=O)N2CCOCC2)cc1	4	14	1.1	-2	nt	10	32	-19	4	-6
CCOC(=O)c1cnn2c(C(F)(F)F)cc(-c3ccco3)nc12	nt	9	0.0	2	4	-5	38	-25	9	-10
COCCNC(=S)c1ccc(Br)cc1	0	-1	0.7	2	-2	2	nt	4	0	-6
NC(=O)c1ncc(C(F)(F)F)cc1Oc1ccc(F)cc1	nt	18	0.3	0	1	-12	-16	33	0	3
CCOC(=O)C1(Cc2ccccc2)CCCN(Cc2ccncc2)C1 (centres undefined)	-2	-2	-0.6	1	-2	-15	2	-29	-5	-9
Cc1cc(C=O)c(C)n1-c1ccc(N2CCOCC2)cc1	nt	2	-1.1	-2	5	-9	-26	22	-9	-3
Cc1ccc(C)c2[nH]c(=O)c(C(c3nnnn3Cc3ccccc3)N3CCc4ccccc4C3)cc12 (centres undefined)	1	-10	1.4	1	1	-11	-5	-35	14	-8
O=C(CSc1nnc2c(n1)[nH]c1ccc(S(=O)(=O)N3CCOCC3)cc12)Nc1ccc(F)c(F)c1	-1	-3	-2.5	-2	0	-5	6	3	-3	?
Cc1ccc2c(Cl)c(C(=O)Nc3cc(C)on3)sc2c1	42*	53	-1.0	-3	-1	10	15	-11	1	10
CN1C(=S)N(c2cccnc2)C(=O)/C1=C\c1ccc(C(C)(C)C)cc1	-2	21	-1.2	0	4	-10	18	-22	5	-7
Cc1ccc(C(C(=O)Nc2ccc3c(c2)OCO3)N(C)C(=O)/C=C\c2ccc3c(c2)OCO3)cc1 (centres undefined)	nt	1	0.4	3	0	-9	8	-4	-2	1
O=C(Nc1cccc(C(F)(F)F)c1)c1cc2c(=O)c3ccccc3oc2nc1C(F)(F)F	nt	2	1.4	2	17	-6	24	15	-6	0
Cc1ccc(NC(NC(=O)Cc2ccccc2)C(Cl)(Cl)Cl)cc1 (centres undefined)	0	-9	-0.1	1	4	12	2	2	-1	-3

Continued:
SMILES	Wnt act	MITF act	CDK5 inh	V-ATPase pHluor	NSD2 inh	PvdQ inh	SR-BI DiI inh	HTR5A inv ctr	HTR5A ag ctr	dFosB act
COc1ccccc1N1CCN(Cc2cc3c(cc2O)OCO3)CC1	0	-11	1.5	-2	18	-18	nt	-11	4	-6
CCNS(=O)(=O)c1ccc(CCC(=O)NCc2ccc(C)cc2)cc1	-4	2	-0.4	-6	-1	-8	-5	5	-2	-2
COc1ccc(CCNC(=O)c2cc(S(=O)(=O)N(C)c3ccccc3)ccc2Cl)cc1	nt	-15	0.6	1	0	-18	13	-9	9	-6
CC1(C)CC(=O)N(CC(=O)NCc2ccccc2)c2ccccc2S1(=O)=O	-12	nt	-0.4	4	nt	-3	-11	3	-1	-7
O=C(Nc1ccc(Cl)cc1)N1CCSCC1	nt	20	0.0	2	-1	-1	4	-7	0	-3
CC(C)(Oc1ccc(Cl)cc1)C(=O)NC1CCN(Cc2ccccc2)CC1	0	3	-1.8	-3	3	-9	12	13	-5	-7
NS(=O)(=O)c1ccc(N/N=C/c2cn(-c3ccccc3)nc2-c2cccs2)cc1	10	60	-9.0	-3	-2	-2	12	-7	3	-16
CSc1nc(=S)cc(C)[nH]1	-1	-10	2.9	0	nt	-12	nt	2	-1	-6
Cc1ccccc1CN1CCC(n2nccc2NC(=O)c2cccnc2)CC1	0	-14	-0.9	1	3	-16	-3	15	8	-5
CCn1nc(NS(=O)(=O)c2ccc(F)cc2)c2cc3cccc(C)c3nc21	-5	1	0.6	4	6	-9	-4	12	-3	-8
Cn1c(=O)c2c(ncn2CC(=O)OCC(=O)Nc2cccc(Cl)c2)n(C)c1=O	1	5	0.6	2	-1	0	-16	14	-6	-2
N#Cc1cc2c(=O)n3ccccc3nc2n(Cc2ccco2)c1=NC(=O)c1ccco1	-2	-7	2.4	-1	4	11	-46	2	-1	-4
O=C(NCCCNc1ccc([N+](=O)[O-])cc1Cl)c1ccccc1F	-1	11	0.8	0	11	-2	18	3	-1	5
CC(C)N1CCc2c(sc(NC(=O)CCS(=O)(=O)c3ccccc3)c2C#N)C1	3	7	1.2	-1	4	6	20	8	0	-5
Cc1ccc(C(=O)OCC(=O)NC(=O)c2cccn2C)cc1[N+](=O)[O-]	-2	4	-1.1	5	5	-16	-4	-17	6	-1
CCn1c(Cl)c(C=O)s/c1=N\S(=O)(=O)c1ccccc1	-22	-98	3.1	-1	nt	7	12	6	-2	-4
CC(C)C(C(=O)Nc1nccs1)c1ccccc1 (centres undefined)	nt	8	1.1	0	-3	-7	-9	-3	1	-6
CC1CCC2(CC1)NC(=O)N(CC(=O)NCc1ccc3c(c1)OCO3)C2=O (centres undefined)	-1	-4	-3.9	1	-9	-9	nt	6	1	-5
O=C(NCCc1ccccc1)C1CCN(S(=O)(=O)N2CCC3(CC2)OCCO3)CC1	4	-3	0.7	2	1	-4	-4	-17	7	-9
Cc1noc(C)c1S(=O)(=O)N(CC(=O)NC(C)c1ccccc1)c1ccc(C(C)C)cc1 (centres undefined)	-1	13	0.1	2	-1	-11	-15	-22	-1	-14
Cc1nc2ccccc2n1CC(O)Cn1c2ccccc2c2ccccc21 (centres undefined)	-2	-2	-2.7	5	1	10	0	-48	2	15
Cc1ccc(Nc2nnc(SC3CCOC3=O)s2)cc1 (centres undefined)	-4	15	-0.9	-2	-1	6	-6	2	-1	-1
COc1ccc(NC(=O)Cn2nc(C(F)(F)F)c3c2CCCC3)c(OC)c1	-1	5	-0.4	-1	-2	-16	16	3	-1	-7
COC(=O)[C@]1(C)N[C@H](c2ccc(SC3CCCCC3)c(OC)c2)[C@@H]2C(=O)N(C)C(=O)[C@@H]21	-2	2	1.2	1	nt	-17	-3	11	-3	-5
NS(=O)(=O)c1ccc(N2N=C(c3ccccc3)CC2c2ccc(F)cc2)cc1 (centres undefined)	nt	-5	0.6	-2	0	-54	33	7	10	-12

Next results:
SMILES	Wnt act	MITF act	CDK5 inh	V-ATPase pHluor	NSD2 inh	PvdQ inh	SR-BI DiI inh	HTR5A inv ctr	HTR5A ag ctr	dFosB act
Cc1cc(=O)oc2c3c(cc(OCC(=O)NC(C)C)c12)OC(C)(C)CC3	-2	9	1.6	-2	-3	11	41	13	-4	-18
Cc1ccnc(NC(=O)c2cc(S(=O)(=O)N3CCCCC3)ccc2Cl)c1	-2	6	-2.6	-4	-2	-2	6	5	-2	-8
CCCCS(=O)(=O)/C=C\C=C/S(=O)(=O)CCCC	nt	-104	5.1	2	nt	3	5	-7	3	4
C=CCn1c(=O)c(C(=O)NC2CC2)c(O)c2cc(OC)c(OC)cc21	-1	nt	-0.4	2	-3	-3	26	7	-2	-8
CC(=O)N(c1ccccc1)c1nc(/C=C/C(=O)Nc2c(C)cc(C)cc2C)cs1	0	-1	1.9	6	-1	-10	58	19	10	5
CN1C(=O)N(C)C2(c3ccccc3)NC(=O)NC12c1ccccc1 (centres undefined)	1	-11	1.7	-1	1	11	-12	7	6	1
O=C(COc1c(Cl)cccc1Cl)NN1C(=O)CSC1=S	-3	-11	-0.1	-1	-1	-3	-6	11	-5	-9
Cc1ccc(C)c(CNS(=O)(=O)c2c(C)[nH]c(C)c2C(=O)N2CCCC2)c1	-1	9	-0.1	-2	-2	-8	-30	-16	4	0
COc1cc(S(=O)(=O)N2CCC(c3nc4ccccc4s3)CC2)ccc1S(=O)(=O)N1CC(C)CC(C)C1 (centres undefined)	nt	0	4.4	0	-1	14	9	-8	3	-5
O=C(COc1cccc(Br)c1)N/N=C/C(=O)c1ccccc1	7	-8	-1.1	-1	1	-3	6	2	-1	-10
O=[N+]([O-])c1ccc(/C=C/C2=NN(c3ccccc3)C(c3ccco3)C2)o1 (centres undefined)	13	-4	0.3	-6	0	-8	13	-9	4	-10
COC(CNc1ncnc2sc(-c3ccccc3)cc12)OC	1	21	1.4	-2	-10	-11	45	-16	4	-7
Cc1cc(NC(=O)CC(C)(C)C)nc2c1c(=O)oc1ccccc12	-2	7	3.3	-1	-2	-12	34	1	-3	-12
O=c1oc2cc(OCc3nn[nH]n3)ccc2c2c1CCCC2	-1	0	-1.5	-1	7	-2	5	-22	8	-9
CN(C)C(=O)CSc1nc(-c2cccs2)c(-c2cccs2)[nH]1	1	2	-1.5	4	3	-10	-6	6	2	-5
NS(=O)(=O)c1ccc(CCNC(=O)C(=O)NCC2OCCN2S(=O)(=O)c2ccc(F)cc2)cc1 (centres undefined)	4	4	-0.2	0	-3	-8	-11	2	4	0
Cc1ccc(-n2cc(CNCCc3ncc(C)[nH]3)c(-c3ccc(F)cc3)n2)cc1	-1	1	1.8	2	7	-8	-8	3	-1	0
Cc1ccc(-n2nnnc2SCC(=O)NNC(=O)c2ccco2)cc1C	5	-20	1.9	2	-3	-10	-9	0	-1	-6
Cc1ccc(S(=O)(=O)N2CCN(C(=O)COC(=O)C3CCC3)CC2)c(C)c1	0	-10	-0.5	-4	2	-20	-17	2	-1	-6
O=C(O)c1ccccc1S(=O)(=O)NCC(O)COc1ccc(Br)cc1 (centres undefined)	1	nt	-0.6	-10	-3	-5	5	9	1	-4
CCCCC1(C)Cc2ccccc2C(=S)N1 (centres undefined)	-8	2	1.2	4	4	-2	13	7	-2	-4
Cc1cccc(N2C(=O)CC(N(C(=O)c3ccco3)c3cccc(C)c3)C2=O)c1 (centres undefined)	nt	-8	-2.2	0	-6	4	-1	-24	1	-3

Compound activity as filed in PubChem.
